E-selectin induc: induces E-selectin expression in human endothelial cells; P16581; HUVEC E-selectin immunofluorescence imaging; normalized: neutral wells 0, TNF-alpha wells 100; activation, % at 7.58 µM; 260,000 tested, 0.37% active; AID 686992;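 active = mean E-selectin-positive cell signal at least 10% of the positive control, reached in at least 60% of replicates, without over 20% cell loss; inconclusive = no rule given, readout overlaps actives, possibly toxicity-flagged; inactive = the rest, including those meeting only one limit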;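 note: in these data hits start at about 27%; measured in HUVEC primary endothelial cells; signal is the percent of cells scored E-selectin positive by PE staining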
Target sequence (P16581 whole entry, looked up): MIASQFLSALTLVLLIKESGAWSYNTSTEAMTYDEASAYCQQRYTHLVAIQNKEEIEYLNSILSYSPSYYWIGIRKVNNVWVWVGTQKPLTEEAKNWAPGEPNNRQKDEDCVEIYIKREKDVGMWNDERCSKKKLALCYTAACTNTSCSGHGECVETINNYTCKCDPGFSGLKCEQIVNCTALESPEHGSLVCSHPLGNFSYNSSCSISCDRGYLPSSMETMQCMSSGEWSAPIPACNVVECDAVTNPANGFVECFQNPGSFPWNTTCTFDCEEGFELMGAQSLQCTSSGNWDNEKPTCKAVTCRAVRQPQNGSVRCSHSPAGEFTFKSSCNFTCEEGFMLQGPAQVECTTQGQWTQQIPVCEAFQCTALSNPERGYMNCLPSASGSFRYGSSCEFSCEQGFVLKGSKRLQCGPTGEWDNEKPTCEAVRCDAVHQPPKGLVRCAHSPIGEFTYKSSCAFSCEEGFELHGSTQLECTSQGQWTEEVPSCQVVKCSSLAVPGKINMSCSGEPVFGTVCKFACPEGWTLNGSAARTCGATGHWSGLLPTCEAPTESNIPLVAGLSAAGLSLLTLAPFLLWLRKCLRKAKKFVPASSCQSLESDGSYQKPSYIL
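Read-out basis: % PE-positive cells; Test system: HUVEC primary endothelial cells; Technique: immunofluorescence imaging; Dosing: single-point compound dose.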
PglD inh: inhibitors of Campylobacter jejuni PglD acetyltransferase. purified PglD enzyme, DTNB colorimetric CoA detection. inhibition, % at 12.5 µM. 360,000 tested, 0.098% active. AID 602405; in the data active = inhibition above about 16%, passing the limit was not always enough; inconclusive = no clear call, values can overlap the other calls; note: strong numbers were not always called active
SIRT5 inh: inhibitors of human sirtuin-5 desuccinylase. Purified SirT5, succinyl-peptide AMC, trypsin-coupled fluorescence. inhibition, % at 15 µM. 330,000 tested, 1.1% active; in the data active = inhibition above about 15%; inconclusive = no clear call, values can overlap the other calls
Target sequence (Q9NXA8 whole entry, looked up): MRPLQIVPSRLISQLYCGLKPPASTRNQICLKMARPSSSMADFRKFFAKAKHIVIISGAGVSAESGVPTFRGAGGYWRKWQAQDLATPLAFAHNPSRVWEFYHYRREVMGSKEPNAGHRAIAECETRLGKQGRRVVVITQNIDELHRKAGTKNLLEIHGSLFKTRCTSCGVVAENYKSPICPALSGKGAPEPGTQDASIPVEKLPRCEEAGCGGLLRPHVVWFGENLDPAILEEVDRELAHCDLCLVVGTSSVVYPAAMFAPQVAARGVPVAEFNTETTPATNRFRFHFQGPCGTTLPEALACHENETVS
DENV2 CPE: protects cells from dengue virus 2 cytopathic effect; DENV2-infected cells, cytopathic effect rescue, plate reader; CPE inhibition, % at 9.99 µM; 350,000 tested, 1.7% active; AID 651640; in the data active = CPE inhibition above about 20%, passing the limit was not always enough; inconclusive = no clear call, values can overlap the other calls; tested in BHK-21 cells;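 note: 0% = median of neutral control wells and 100% = median of positive control wells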
S100A4 MyoIIA: blocks human S100A4 binding to myosin IIA peptide; P26447; S100A4/TAMRA-MyoIIA peptide fluorescence polarization; inhibition, % at 10.7 µM; 360,000 tested, 0.14% active; AID 652163;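 active = mean inhibition of at least 70% across replicates, with every replicate also reaching that level; inconclusive = mean inhibition reaches 70% but some replicates fall short; inactive = mean inhibition below 70%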
Target sequence (P26447 whole entry, looked up): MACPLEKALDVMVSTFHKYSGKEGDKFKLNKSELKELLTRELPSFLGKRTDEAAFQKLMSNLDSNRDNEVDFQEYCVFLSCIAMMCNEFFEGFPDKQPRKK
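Compound dosing: one dose per compound; test system: human S100A4 monomer with TAMRA-labelled myosin IIA peptide; probe or stimulus: TAMRA-labelled myosin IIA heavy-chain peptide probe, 5 nM; medium: HEPES buffer with Ca2+, pH 7.2; schedule: 5 min incubation before reading; benchmarks: neutral control DMSO, positive control TFP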
C2C12 statin: suppression of simvastatin myotoxicity. C2C12 myotubes + simvastatin, ATP luminescence, 48 h; scaled: DMSO 0, geranylgeraniol control 100. rescue of ATP level, % at 7.49 µM. 330,000 tested, 0.78% active. AID 602340;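 active = mean ATP rescue above about 67%, or every replicate alone reaching that limit, limit read from the data, passing the limit was not always enough; inconclusive = no clear call, values can overlap the other calls; inactive = mean under the limit and some replicate under it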;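 note: myotubes were challenged with 10 µM simvastatin during compound exposure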
ERp5 inh: blocks human ERp5 reductase activity on insulin | 350,000 tested, 0.05% active | ERp5 insulin aggregation, absorbance 650 nm, 90 min | AID 651711 | Q15084 | inhibition, % at 9.99 µM;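 active = mean replicate inhibition above about 25%, with every replicate also reaching it, limit read from the data, passing the limit was not always enough; inconclusive = only one of those two criteria met; inactive = neither criterion met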
Active calls of the source: *; u = inconclusive; x = not tested or not shown; & = joins results of further samples. These rows are one share of the data. The share of hits here may be higher or lower than overall.

SMILES | E-selectin induc | PglD inh | SIRT5 inh | DENV2 CPE | S100A4 MyoIIA | C2C12 statin | ERp5 inh
COC(=O)C1CN(C(=O)C(C)Oc2ccccc2Cl)c2ccccc2O1 (configuration not stated) | 0.1 | -9.6 | 2.6 | 2.0 | 2.0 | -6.0 | 0.8
Cc1ccc(C)c(N2CCN(C(=O)C34CC5CC(C3)CC(n3nnc(C)n3)(C5)C4)CC2)c1 | x | x | -2.2 | -7.5 | -5.7 | x | 4.5
COc1ccc(C)cc1NC(=O)CCCN1C(=O)C2CC=CCC2C1=O (configuration not stated) | 0.0 | 3.5 | -2.0 | -3.9 | 1.1 | 2.4 | 1.7
CC1CN(C(=O)c2cccc(S(=O)(=O)Nc3cc(Cl)ccc3Cl)c2)CC(C)O1 (configuration not stated) | 0.2 | x | -3.2 | 7.0 | 4.6 | x | 0.3
COCC(=O)N1[C@H](CO)[C@@H]2c3ccccc3NC[C@@H]21 | 1.6 | -9.3 | -0.1 | 11.4 | 0.7 | 8.4 | 0.4
Cc1ccc(S(=O)(=O)N(C)C[C@H]2OCCCC[C@H](C)Oc3ccc(NC(=O)CCC(F)(F)F)cc3C(=O)N([C@@H](C)CO)C[C@@H]2C)cc1 | x | 7.2 | 3.8 | -4.0 | 7.6 | x | 0.1
CCC(=O)N(C)C[C@H]1Oc2ncc(-c3ccc(C)cc3)cc2C(=O)N([C@@H](C)CO)C[C@H]1C | -0.3 | 7.7 | 0.0 | -2.0 | 4.0 | 9.7 | -4.3
CS(=O)(=O)N1[C@H](C#N)[C@@H](c2ccc(-c3ccccc3F)cc2)[C@@H]1CO | 0.6 | -2.0 | 2.4 | -0.7 | -6.8 | 7.0 | 6.4
Cc1onc(-c2ccccc2Cl)c1C(=O)NCc1ccc(F)cc1 | 0.9 | 8.8 | 1.7 | 0.0 | 1.2 | 8.2 | 3.6
CO[C@H]1CN(C)C(=O)c2cc(NC(=O)NC(C)C)ccc2OC[C@H](C)N(CC2CC2)C[C@H]1C | -0.2 | 4.1 | -1.3 | -11.5 | 1.4 | 9.2 | 1.5
CCOC(=O)C(NC(C)=O)C(=O)Nc1ccc(C(C)(C)C)cc1 (configuration not stated) | -0.9 | x | -2.1 | 5.6 | -2.8 | 7.3 | -1.0
C[C@H](CO)N1C[C@H](C)[C@H](CN(C)C(=O)Cc2ccccn2)Oc2ncc(/C=C/c3ccccc3)cc2C1=O | x | -15.8 | -17.4 | 10.7 | 3.7 | 14.5 | 2.0
COc1ccc(C(C)=O)cc1CN1C(=O)C(Cc2ccccc2)ON=C1c1ncccc1C (configuration not stated) | x | -2.4 | x | 3.2 | -9.5 | -19.8 | -1.8
C[C@@H]1CN([C@H](C)CO)C(=O)c2cc(C#Cc3ccccn3)cnc2O[C@H]1CN(C)Cc1ccncc1 | 1.1 | -2.1 | 1.1 | -5.1 | 28.5 | 4.5 | 9.7
CN(c1ccccc1)c1nccc(=O)[nH]1 | 1.3 | -4.2 | -1.6 | 3.4 | -3.1 | -4.4 | 3.7
C[C@H](CO)N1C[C@H](C)[C@H](CN(C)C)Oc2ccc(NC(=O)Nc3ccc4c(c3)OCO4)cc2C1=O | -8.7 | 1.8 | 1.4 | 0.5 | 0.1 | 4.0 | 3.1
COc1cc(S(=O)(=O)Nc2ccccc2C)ccc1NC(=O)c1ccncc1 | x | x | -0.2 | 3.3 | -2.8 | x | -6.6
CCCn1c(N)c(N(CCOC)C(=O)CCC2CCCCC2)c(=O)[nH]c1=O | 6.5 | x | -3.1 | 13.2 | -3.4 | -7.1 | -3.6
CCOc1ccc(/C=C/C2=CC(C)(C)NC(=S)N2)cc1 | -0.2 | x | -1.4 | -3.5 | 0.7 | x | -7.3
CCCCCOc1ccc(/C=C/C(=O)NCCc2nc3ccccc3[nH]2)cc1OC | x | x | -2.5 | 7.7 | 2.9 | 2.9 | 4.9
Cc1ccccc1NC(=S)NC(=O)/C=C/c1ccco1 | x | 0.3 | 1.7 | -2.9 | -11.3 | 8.5 | 0.8
CCc1nc2ccc(C(=O)N3CCN(c4ccc([N+](=O)[O-])cc4)CC3)cc2nc1CC | x | -1.9 | 1.2 | 3.7 | -1.3 | -24.8 | -0.8
C=CCN(C(=O)c1csnn1)C(C(=O)NCc1ccccc1)c1c(F)cccc1Cl (configuration not stated) | x | -0.2 | 1.4 | -2.6 | 0.5 | 1.5 | 2.9
C[C@@H]1CN([C@@H](C)CO)C(=O)c2c(c3ccccc3n2C)-c2ccccc2CO[C@H]1CN(C)Cc1ccncc1 | -0.3 | -1.5 | -7.3 | 12.9 | 3.2 | x | 1.1
C[C@H](CO)N1C[C@H](C)[C@H](CN(C)C(=O)Nc2ccc(F)cc2)Oc2ccc(NS(=O)(=O)c3ccccc3)cc2CC1=O | -0.1 | 1.2 | -0.7 | -6.2 | 2.6 | 7.4 | 4.6

Next structures
SMILES | E-selectin induc | PglD inh | SIRT5 inh | DENV2 CPE | S100A4 MyoIIA | C2C12 statin | ERp5 inh
OCC[C@H]1C[C@@H](O)[C@H](O)[C@]2(CCCO2)O1 | -0.2 | -0.3 | x | 3.0 | -3.7 | 12.4 | 1.2
O=C(NCC[C@@H]1CC[C@@H](NS(=O)(=O)c2ccc(F)cc2)[C@@H](CO)O1)c1ccccc1F | -0.5 | x | -0.1 | 10.1 | 69.4 | x | -0.4
COc1ccc(CNC(=S)N/N=C(/C)c2ccccc2)cc1 | x | -2.0 | -3.9 | 3.5 | -20.6 | x | -0.7
CC(C)C[C@@H](C(=O)O)N(Cc1cccc(CN([C@@H](CC(C)C)C(=O)O)S(C)(=O)=O)c1)S(C)(=O)=O | 1.8 | 2.5 | x | -6.2 | 5.4 | x | -3.4
Cc1c(NC(=O)c2ccc(F)cc2)c(=O)n(-c2ccccc2)n1C | 0.0 | 2.2 | 9.9 | 0.3 | -5.5 | 2.9 | 1.0
CO[C@@H]1CN(C)C(=O)c2ccc(NC(=O)c3nc4ccccc4s3)cc2OC[C@H](C)NC[C@H]1C | 0.4 | -0.1 | 2.4 | 5.4 | 1.0 | 0.2 | -5.1
O=C(OCC(=O)N1CCCC1)c1cnc(Cl)c(Cl)c1 | -0.2 | 25.2* | 0.1 | 1.0 | -3.0 | -5.3 | 3.5
CS(=O)(=O)Nc1ccc2c(c1)[C@@H]1C[C@@H](CC(=O)NCc3ccncc3)O[C@H](CO)[C@@H]1O2 | 0.2 | -1.4 | 6.6 | u | 18.8 | -24.5 | -4.3
Cc1nn(C)cc1NC(=O)C[C@H]1CC[C@@H]2[C@@H](COc3ccc(NC(=O)c4cccc(F)c4)cc3C(=O)N2C)O1 | 0.1 | 3.7 | 0.6 | 1.9 | 1.8 | -3.3 | 4.8
Nc1nc(Cl)cc(NCCc2ccc(O)cc2)n1 | x | x | -0.1 | -1.4 | 13.9 | x | 0.1
C[C@@H](NC(=O)C[C@H]1C[C@H]2c3cc(NS(=O)(=O)c4ccc(F)cc4)ccc3O[C@H]2[C@H](CO)O1)c1ccccc1 | 0.2 | 3.4 | 0.9 | -1.3 | 23.8 | -5.3 | -7.6
O=C(C[C@@H]1CC[C@H]2[C@@H](COC[C@H](O)CN2C(=O)Nc2ccc3c(c2)OCO3)O1)N1CCN(c2ccccc2)CC1 | 0.0 | 0.1 | x | 2.6 | x | -1.2 | x
COc1ccc(CN2CCN(CC=C(C)C)C(CCO)C2)cc1Cn1cccn1 (configuration not stated) | x | x | -0.2 | -0.2 | -2.3 | x | -3.9
C[C@H](CO)N1C[C@H](C)[C@@H](CN(C)S(=O)(=O)c2ccccc2)OCCCC[C@H](C)Oc2ccc(NS(=O)(=O)c3cn(C)cn3)cc2C1=O | x | -0.3 | -3.4 | -3.4 | 10.2 | x | -0.1
C[C@H]1CN([C@@H](C)CO)C(=O)c2cc(C#Cc3cccc(F)c3)cnc2O[C@@H]1CN(C)CC1CCOCC1 | 0.2 | 13.0 | -0.9 | -9.9 | 9.7 | 20.0 | -3.6
Cc1noc(C)c1S(=O)(=O)Nc1ccc2c(c1)C(=O)N([C@H](C)CO)C[C@H](C)[C@@H](CN(C)Cc1ccc(C(=O)O)cc1)O2 | -2.4&-0.2 | 5.0&7.6 | -2.1&-3.9 | 13.2&-11.5 | 6.1&1.5 | 42.4&5.2 | 1.5&-4.6
CCOc1ccc2ccccc2c1C(=O)N1CCN(c2ccccc2)CC1 | x | 1.4 | 18.5* | -10.3 | 0.5 | -37.4 | -5.0
O=C(NCc1ccccc1)c1ccc(NC(=O)C2CCCCC2)cc1 | 0.0 | 0.7 | 4.5 | 0.2 | 3.8 | 2.3 | -1.3
CN(/N=C/c1ccc2c(c1)OCO2)c1nc(N2CCOCC2)nc(N2CCOCC2)n1 | 5.8 | x | -6.0 | -4.2 | 7.9 | x | 0.1
Cc1ccc(C)c(C(=O)OCC(=O)Nc2cccc(S(=O)(=O)N3CCCCC3)c2)c1 | x | 0.8 | -0.3 | -6.1 | 3.8 | 0.9 | 1.4
Cc1cc(C)cc(OCC(=O)OCC(=O)Nc2c(C)n(C)n(-c3ccccc3)c2=O)c1 | 5.9 | x | x | -8.2 | -2.2 | x | -0.6
CC(NC(=O)c1ccncc1)c1ccc(Cl)cc1Cl (configuration not stated) | 0.1 | -13.0 | -2.8 | 12.5 | -7.1 | -1.6 | 0.3
O=C1CN(Cc2ccc(F)cc2)C[C@H]2[C@H](c3ccc(-c4ccccc4F)cc3)[C@H](CO)N12 | -0.1 | x | 1.6 | 7.6 | 13.0 | x | 3.5
O=S(=O)(/C=C/c1ccccc1)N1CCN(c2nc(-c3cccnc3)nc3ccccc23)CC1 | x | x | -0.7 | 3.9 | -11.9 | x | 0.6
CN(C)CCNC(=O)C(=O)NCC1OCCN1S(=O)(=O)c1cc(F)ccc1F (configuration not stated) | 2.2 | -0.2 | -1.1 | 0.5 | 1.5 | x | 3.4

Molecules from the list above containing a COOH group:
SMILES | E-selectin induc | PglD inh | SIRT5 inh | DENV2 CPE | S100A4 MyoIIA | C2C12 statin | ERp5 inh
CC(C)C[C@@H](C(=O)O)N(Cc1cccc(CN([C@@H](CC(C)C)C(=O)O)S(C)(=O)=O)c1)S(C)(=O)=O | 1.8 | 2.5 | x | -6.2 | 5.4 | x | -3.4
Cc1noc(C)c1S(=O)(=O)Nc1ccc2c(c1)C(=O)N([C@H](C)CO)C[C@H](C)[C@@H](CN(C)Cc1ccc(C(=O)O)cc1)O2 | -2.4&-0.2 | 5.0&7.6 | -2.1&-3.9 | 13.2&-11.5 | 6.1&1.5 | 42.4&5.2 | 1.5&-4.6

(continued)
SMILES | E-selectin induc | PglD inh | SIRT5 inh | DENV2 CPE | S100A4 MyoIIA | C2C12 statin | ERp5 inh
COc1ccc(CN2CC[C@H]3C=CCc4cccc(c43)C2)cc1 | 0.0 | -1.8 | -2.2 | 2.0 | -5.4 | -9.9 | -1.0
O=C(NCCC1=CCCCC1)C1CCN(c2nnc(-n3cccc3)s2)CC1 | 1.3 | 6.7 | 2.2 | -9.5 | 15.0 | 35.4 | 3.4
COc1ccc(NC(=O)CCN2CCN(c3ccccc3F)CC2)c(OC)c1 | x | 0.7 | 0.2 | -2.2 | -1.5 | -0.1 | 3.1
O=C(O)c1ccc(Sc2nnnn2-c2ccccc2)c([N+](=O)[O-])c1 | x | -0.5 | 1.6 | x | -3.7 | x | -6.1
Cc1ccccc1NC(=O)CSc1nc2ccc(Nc3nc(N4CCOCC4)nc(N4CCOCC4)n3)cc2s1 | 1.4 | -7.6 | -3.5 | -5.5 | -6.1 | 6.1 | 2.3
Cc1nc(SC2C=CS(=O)(=O)C2)n[nH]1 (configuration not stated) | x | x | -0.5 | 4.8 | -2.2 | x | -5.5
O=C(N[C@H]1CC[C@@H](CC(=O)N2CCC(Cc3ccccc3)CC2)O[C@H]1CO)c1cnccn1 | -0.8 | 2.6 | 2.1 | 2.9 | 9.9 | 1.3 | -0.4
CN1C(=O)CSC1=Nc1ccc(Br)cc1 | 0.9 | 2.8 | 3.9 | 7.6 | 3.8 | -12.7 | -0.5

Bioassay records (PubChem)
